Compound activity as filed in PubChem BioAssay.
S100A4 inh HTS: S100A4-myosin IIA interaction inhibition; inhibition, % at 10.7 µM; S100A4/TAMRA-MyoIIA peptide fluorescence polarization; 360,000 compounds, 0.14% hits; P26447;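 active = mean inhibition of at least 70% across replicates, with every replicate also reaching that level; inconclusive = mean inhibition reaches 70% but some replicates fall short; inactive = mean inhibition below 70%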
Target sequence (P26447 whole entry, looked up): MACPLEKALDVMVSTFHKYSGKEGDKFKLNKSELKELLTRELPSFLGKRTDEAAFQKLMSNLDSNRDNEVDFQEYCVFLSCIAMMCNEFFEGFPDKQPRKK
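Test system: S100A4 monomer protein. Medium: HEPES buffer with Ca2+, pH 7.2. Reagent: fluorescent myosin IIA peptide, 5 nM. Compound dosing: single-point compound testing. Timing: 5 min between mix addition and reading. Benchmarks: DMSO neutral and TFP positive wells.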
PglD DTNB: blocks C. jejuni PglD acetyltransferase activity; purified PglD enzyme, DTNB colorimetric CoA detection; inhibition, % at 12.5 µM; 360,000 compounds, 0.098% hits; in the data active = inhibition above about 16%, passing the limit was not always enough; inconclusive = no clear call, values can overlap the other calls; note: strong numbers were not always called active
EWS-Fli inh: blocks EWS/Fli oncoprotein-driven transcription. A673 NR0B1-luciferase reporter, viability-normalised. inhibition, % at 12.6 µM. 350,000 compounds, 0.67% hits. AID 651661;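 active = mean inhibition of at least 50% after viability correction, with every replicate also passing that limit; inconclusive = mean reaches 50% but only one of two replicates passes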;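 note: firefly luciferase signal divided by Alamar Blue viability fluorescence both relative to DMSO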
PAX8 reporter: inhibitors of PAX8 transcriptional activity in RMG-I cells; inhibition, % at 12.6 µM; RMG-I TPO-luciferase reporter, SteadyGlo, 24 h; 360,000 compounds, 1.2% hits;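 active = mean replicate inhibition at least 60% with every replicate also reaching 60%; inconclusive = only one of the two criteria is met; inactive = mean below 60% and not all replicates reaching 60%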;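 note: luciferase light reporting Pax8 driven TPO promoter activity; plate controls were median of neutral control wells for no effect and mitoxantrone controls for full effect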
ERAP1 inh: ERAP1 (human) enzyme inhibition; 340,000 compounds, 0.15% hits; Q9NZ08; inhibition, % at 10.7 µM; recombinant ERAP1, Leu-AMC fluorescence, 60 min;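 active = mean replicate inhibition of at least 30%, or all replicates individually reaching that 30% level; inactive = mean below 30% and not every replicate reaching it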;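 note: 0% = neutral control wells and 100% = L-leucinethiol positive control wells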
Target sequence (Q9NZ08 whole entry, looked up): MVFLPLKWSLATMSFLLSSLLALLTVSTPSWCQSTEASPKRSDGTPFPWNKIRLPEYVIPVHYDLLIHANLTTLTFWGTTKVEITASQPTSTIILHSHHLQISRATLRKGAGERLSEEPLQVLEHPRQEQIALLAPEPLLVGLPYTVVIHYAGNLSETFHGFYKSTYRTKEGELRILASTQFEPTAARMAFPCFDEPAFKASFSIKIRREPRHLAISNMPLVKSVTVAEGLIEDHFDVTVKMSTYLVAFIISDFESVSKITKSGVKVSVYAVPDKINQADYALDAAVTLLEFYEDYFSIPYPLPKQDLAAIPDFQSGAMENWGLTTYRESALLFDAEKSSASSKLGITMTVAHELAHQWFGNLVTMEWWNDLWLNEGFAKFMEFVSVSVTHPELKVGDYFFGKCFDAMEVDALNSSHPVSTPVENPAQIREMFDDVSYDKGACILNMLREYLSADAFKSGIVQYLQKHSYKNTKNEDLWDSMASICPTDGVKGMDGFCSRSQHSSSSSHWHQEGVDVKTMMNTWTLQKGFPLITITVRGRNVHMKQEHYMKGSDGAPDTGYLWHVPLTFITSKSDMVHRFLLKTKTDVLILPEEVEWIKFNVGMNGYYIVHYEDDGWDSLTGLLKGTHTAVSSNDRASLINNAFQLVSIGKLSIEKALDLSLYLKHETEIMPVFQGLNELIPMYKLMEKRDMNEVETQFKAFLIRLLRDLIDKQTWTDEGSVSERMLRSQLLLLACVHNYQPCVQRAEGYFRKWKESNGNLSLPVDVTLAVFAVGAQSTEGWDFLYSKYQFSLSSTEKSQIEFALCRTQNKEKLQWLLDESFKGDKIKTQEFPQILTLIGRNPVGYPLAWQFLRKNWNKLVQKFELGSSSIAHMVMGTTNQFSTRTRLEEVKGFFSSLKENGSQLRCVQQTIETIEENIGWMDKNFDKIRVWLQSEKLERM
LGR2 inh: inhibitors of bursicon-induced Drosophila LGR2 receptor cAMP signaling. HEK293 LGR2, CRE-luciferase, bursicon-stimulated, 4 h. 380,000 compounds, 0.35% hits. inhibition, % at 9.99 µM. AID 720647;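 active = drop in luminescence signal, shown as inhibition above about 50% in the replicate tests, limit read from the data, passing the limit was not always enough; inconclusive = probably only some replicates passing the limit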;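 note: agonist challenge used bursicon conditioned medium at about half maximal strength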
FN deposit inh: fibronectin deposition inhibition | AH1F fibroblasts, Alexa488-fibronectin deposition fluorescence, overnight | inhibition, % at 12.6 µM | 350,000 compounds, 0.086% hits;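 active = mean inhibition across replicates of 30% or more, regardless of how many single replicates reach that level; inconclusive = mean under 30% yet at least half of replicates reach 30%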;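 note: positive control wells lacked labelled fibronectin entirely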
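Assay system: AH1F fibroblasts assembling fluorescent fibronectin matrix; Amount: 10000 AH1F cells per well; Buffer or medium: DMEM, 2% serum; Probe or stimulus: Alexa488-fibronectin, 24 nM final in well; Doses: single compound dose, delivered by pin transfer; Incubation: 1 h adhesion, overnight exposure; Measured by: fluorescence 485/525 nm; Read-out: fibronectin deposition inhibition.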
PGC1a acetyl inh: PGC1a acetylation modulation, inhibitor mode. inhibition, % at 15.6 µM. 350,000 compounds, 0.17% hits. U2OS PGC1a acetylation, AlphaScreen anti-acetyl-lysine; with virally co-expressed GCN5 acetyltransferase;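 active = every replicate shows inhibition of at least 40%; inconclusive = mean inhibition at least 40% but some replicate below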;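 note: 0% = neutral control wells and 100% = positive control wells; some results beyond the cut were filed as inactive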
Numbers without * were called inactive; ? = inconclusive; . = not tested or not shown.

Every second line gives: ERAP1 inh | FN deposit inh | LGR2 inh | PGC1a acetyl inh | S100A4 inh HTS | PAX8 reporter | PglD DTNB | EWS-Fli inh
C[C@@H]1CN([C@@H](C)CO)C(=O)Cc2cc(NC(=O)CCN3CCOCC3)ccc2O[C@H]1CN(C)Cc1ccc(C(=O)Nc2ccccc2N)cc1
    0 | . | -3 | -7 | -46 | . | 9 | 0
COC(=O)CC1Sc2ccccc2NC1=O (centres undefined)
    . | 14 | . | 12 | . | 6 | -5 | .
CC(C)(C)c1ccc(C2C3=C(CCCC3=O)NC3=C2C(=O)c2ccccc23)cc1 (centres undefined)
    8 | . | 2 | -27 | 2 | . | -2 | -8
C[C@@H]1CN([C@@H](C)CO)C(=O)c2cc(NC(=O)Cc3cn(C)c4ccccc34)ccc2O[C@H]1CN(C)Cc1ccc(Oc2ccccc2)cc1
    0 | . | -15 | 0 | 4 | . | 2 | -4
Cc1ccc(OCC(=O)Nc2ccc(S(=O)(=O)N3CCCCC3)cc2)c([N+](=O)[O-])n1
    -1 | 7 | -2 | 1 | -6 | 16 | 0 | 12
Cc1ccc(NC(=O)c2ncn(CCCNCC3CCCCC3)n2)cc1C
    8 | -12 | 16 | -3 | -17 | -1 | 5 | -7
O=C(C[n+]1ccc(-c2cc(C(=O)Nc3cccc(C(F)(F)F)c3)c3ccccc3n2)cc1)c1cccc([N+](=O)[O-])c1
    -1 | -7 | -3 | 4 | -12 | 10 | 9 | 26
COc1ccc(Cl)cc1NS(=O)(=O)c1cccc2cccnc12
    0 | . | 1 | -8 | -2 | 19 | 4 | 9
COc1ccc(C2CC(c3ccccc3OC(C)=O)=NN2C(C)=O)cc1 (centres undefined)
    2 | 3 | -41 | 6 | 10 | -15 | . | 5
COc1ccc(C(=O)Nc2ccccn2)cc1S(=O)(=O)N1CCOCC1
    2 | -6 | 2 | -9 | -9 | . | 2 | .
Cc1ccc(S(=O)(=O)N(C)C[C@@H]2Oc3ccc(NC(=O)Nc4c(C)noc4C)cc3C(=O)N([C@H](C)CO)C[C@H]2C)cc1
    -5 | . | -2 | 3 | -3 | 6 | 3 | 0
COc1ccc(S(=O)(=O)Nc2ccc3c(c2)C(=O)N([C@@H](C)CO)C[C@@H](C)[C@H](CN(C)S(=O)(=O)c2ccc(Cl)cc2)OCCCC[C@H](C)O3)cc1
    2 | -6 | 12 | ? | -5 | 29 | -2 | 10
C/C(=N\NC(=O)CCC(=O)Nc1ccccc1)c1cccs1
    1 | -3 | -5 | . | 1 | -4 | . | -4
COc1ccc(NC(=O)/C=C/c2ccc(F)cc2)cn1
    0 | -2 | -37 | . | -2 | -136 | . | -95
COc1cccc(-c2ccc([C@@H]3[C@@H](CO)N4C(=O)CN(C(=O)C5CCCC5)C[C@H]34)cc2)c1
    0 | -29 | 1 | -11 | 6 | 11 | . | 8
O=C(Nc1ccccc1)c1ccc(F)c(S(=O)(=O)N2CCOCC2)c1
    . | 10 | . | -1 | . | -2 | 5 | .
Cc1cc(C)nc(OC(C(=O)O)C(OCC(C)C)(c2ccccc2)c2ccccc2)n1 (centres undefined)
    6 | 4 | 4 | . | -3 | 46 | -4 | 0
CC(C(=O)Nc1ccccc1)N(C)CCOc1ccc(Br)cc1 (centres undefined)
    -3 | -16 | 19 | . | -6 | 6 | . | -4
O=C(Nc1cccnc1Cl)c1cc(-c2ccc(Br)cc2)on1
    -1 | 0 | 3 | . | 1 | -8 | 12 | -22
Cc1ccc(Cn2cccc2C2=NC(C)CO2)cc1 (centres undefined)
    . | -4 | . | -5 | . | -6 | 0 | .
COc1cc(CCC(=O)Nc2cccc(S(=O)(=O)N(C)C)c2)cc(OC)c1OC
    . | -3 | 5 | 0 | . | 22 | 1 | .
Clc1cccc(Cl)c1CSc1nnc([C@@H]2CCCN2)o1
    4 | 4 | -13 | 4 | -8 | -6 | -8 | -6
Cc1ccc(CNC(=O)CN(C)S(=O)(=O)c2cccc3cccnc23)cc1
    . | -6 | -17 | 7 | -1 | 3 | -3 | -5
COc1ccc(S(=O)(=O)Nc2ccc3c(c2)CC(=O)N([C@@H](C)CO)C[C@@H](C)[C@@H](CN(C)C(=O)Nc2ccccc2)O3)cc1
    -5 | . | 9 | -4 | 11 | -10 | 4 | 4
Cc1cccc(N2CCN(Cc3nc(-c4cccc(Cl)c4)oc3C)CC2)n1
    0 | -2 | -12 | . | 5 | -3 | . | -1
CN(Cc1ccccc1)CC(O)COc1ccc(CNCc2cc3ccccc3s2)cc1 (centres undefined)
    1 | -2 | 4 | . | -17 | 29 | -2 | 23
O=C1CN(S(=O)(=O)c2cccc(F)c2)C[C@@H]2[C@H](c3ccc(C4=CCCC4)cc3)[C@H](CO)N12
    0 | 19 | 6 | -4 | 0 | 10 | . | -3
CCN(Cc1cnn(C)c1)C(=O)c1cc(COc2ccc3c(c2)CCCC3)on1
    3 | 4 | -45 | . | -5 | -74 | -6 | -60
C[C@H](NC(=O)c1nc[nH]c1C(=O)N[C@@H](C)C(=O)OC(C)(C)C)C(=O)OC(C)(C)C
    -1 | -8 | 0 | 2 | -8 | 8 | 0 | 5
O=C(Nc1ccccc1)N1CCCN(c2c(Cl)cncc2Cl)CC1
    3 | 0 | 14 | 11 | 5 | -3 | . | 9
O=C(OCc1nnc(-c2ccccc2)o1)c1ccc(-n2cnnn2)cc1
    -9 | -2 | -7 | . | -8 | -22 | 5 | -5
COc1ccc(OCCCC(=O)Nc2cc(S(=O)(=O)N3CCCCC3)ccc2OC)cc1
    -1 | -2 | 6 | 6 | -11 | 4 | -3 | 6
Cc1cc(C(=O)N2CC(C)CC(C)C2)n(-c2ccccc2)n1 (centres undefined)
    0 | -1 | . | -3 | -3 | -7 | 3 | 3
COc1cc(/C=C/C(=O)OCC(=O)NCCc2ccc(F)cc2)ccc1OC(F)F
    2 | 4 | -17 | -4 | -3 | -10 | 9 | -5
CC(C)C(=O)NC(=S)Nc1ccc(S(=O)(=O)Nc2ccccc2)cc1
    . | 0 | 10 | . | . | 0 | 0 | .
COc1ccc(CCNC(=O)CNCC(c2ccccc2)N(C)C)cc1OC (centres undefined)
    1 | 1 | 14 | -1 | -4 | 7 | -5 | 0
CCCNC(=O)C(=O)Nc1ccc2c(c1)N(S(=O)(=O)c1cccs1)CCC2
    -3 | -13 | 7 | . | -2 | 28 | 1 | 35
COc1ccc(NC(=O)c2cc([N+](=O)[O-])ccc2N2CCCCC2)cc1OC
    -3 | 10 | -2 | -11 | 1 | 19 | 6 | 15
C[C@@H]1CN([C@H](C)CO)C(=O)c2cccc(NC(=O)C3CCOCC3)c2O[C@H]1CN(C)C(=O)NC1CCCCC1
    -1 | -10 | -23 | -1 | -10 | -7 | 3 | 4
CCOc1ccc(CC(=O)N/N=C(\C)c2cccnc2)cc1OCC
    2 | . | -4 | . | -9 | 3 | -1 | .
CC1(C)CN(CCc2ccccc2)C(=O)[C@H]1CC(=O)Nc1ccccc1
    -2 | 1 | 15 | -4 | -5 | -4 | . | 0
O=C(Nc1ccc(F)c(F)c1)C1CCN(S(=O)(=O)c2cccc3nonc23)CC1
    3 | 3 | 14 | 5 | -3 | 0 | 6 | 11
CCN(C[C@H]1N[C@@H](CO)[C@H]1c1ccccc1)C(=O)c1ccccc1
    0 | . | -1 | 2 | 6 | 0 | 1 | -6
Cc1cc(Cl)ccc1C(O)c1ncc(-c2cccc3ccccc23)[nH]1 (centres undefined)
    7 | 7 | 12 | -13 | 2 | -6 | -1 | 8
Cc1ccn2cc(-c3cccc([N+](=O)[O-])c3)nc2c1
    -3 | -11 | -8 | -3 | -3 | -73 | 2 | -23
CCOC(=O)C1=NN(c2ccc(Cl)cc2)/C(=C/C2=NCCc3cc(OC)c(OC)cc32)S1
    . | 3 | -9 | 16 | -6 | -14 | . | -12
COC(=O)c1cc2sccc2n1Cc1ccc(C)cc1
    . | 7 | 1 | -11 | . | . | 0 | .
CC(=O)Nc1ccc(C(C#N)c2ccccc2)cc1 (centres undefined)
    -2 | 4 | 7 | 0 | 0 | -7 | 6 | 0
Cc1noc(C)c1S(=O)(=O)Nc1ccc2c(c1)C(=O)N([C@@H](C)CO)C[C@@H](C)[C@H](CN(C)Cc1ccc(C(=O)Nc3ccccc3N)cc1)O2
    . | -20 | 3 | -2 | 12 | -5 | . | 11
Brc1ccc(C2=Nn3cnnc3SC2)cc1
    -2 | -5 | 0 | 11 | -1 | 11 | -4 | 5
C[C@H](CO)N1C[C@H](C)[C@@H](CN(C)Cc2ccncc2)OCCCC[C@H](C)Oc2ccc(NC(=O)Nc3ccc(C(F)(F)F)cc3)cc2C1=O
    -2 | . | -9 | -4 | 3 | 15 | -1 | 0
C[C@@H]1CN([C@@H](C)CO)C(=O)c2cccc(NC(=O)NC3CCCCC3)c2O[C@H]1CN(C)Cc1ccc2c(c1)OCO2
    -1 | -1 | -15 | -7 | -55 | 9 | -4 | 19
COc1cc2c(cc1OC)CN(c1ccc(F)cc1[N+](=O)[O-])CC2
    2 | 0 | -37 | 11 | 11 | -26 | 1 | -32
O=C(NCCOc1ccc(Cl)cc1)C1CC(=O)N(c2ccc(F)cc2)C1 (centres undefined)
    -1 | . | 1 | -4 | -4 | . | -2 | 6
O=c1c2ccccc2ncn1-c1ccc(Cl)cc1Cl
    2 | 3 | -15 | 14 | 2 | -29 | 0 | -4
O=C(NCc1ccc(OC(F)(F)F)cc1)C1CC2Cn3c(nc4ccccc43)C2N1c1ccccc1 (centres undefined)
    -10 | -14 | -5 | -1 | -3 | -49 | -7 | -8
COc1cccc(NC(=O)Nc2ccc3c(c2)C(=O)N(C)C[C@@H](OC)[C@@H](C)CN[C@@H](C)CO3)c1
    -3 | -10 | 18 | -9 | -1 | 3 | 0 | -3
C=CCn1c(COc2ccccc2)nc2ccccc21
    -3 | -6 | -12 | . | -3 | -55 | 1 | -28

At a glance, part of the list above:
Every second line gives: ERAP1 inh | FN deposit inh | LGR2 inh | PGC1a acetyl inh | S100A4 inh HTS | PAX8 reporter | PglD DTNB | EWS-Fli inh
O=C(OCc1nnc(-c2ccccc2)o1)c1ccc(-n2cnnn2)cc1
    -9 | -2 | -7 | . | -8 | -22 | 5 | -5
COc1ccc(OCCCC(=O)Nc2cc(S(=O)(=O)N3CCCCC3)ccc2OC)cc1
    -1 | -2 | 6 | 6 | -11 | 4 | -3 | 6
Cc1cc(C(=O)N2CC(C)CC(C)C2)n(-c2ccccc2)n1 (centres undefined)
    0 | -1 | . | -3 | -3 | -7 | 3 | 3
COc1cc(/C=C/C(=O)OCC(=O)NCCc2ccc(F)cc2)ccc1OC(F)F
    2 | 4 | -17 | -4 | -3 | -10 | 9 | -5
CC(C)C(=O)NC(=S)Nc1ccc(S(=O)(=O)Nc2ccccc2)cc1
    . | 0 | 10 | . | . | 0 | 0 | .
COc1ccc(CCNC(=O)CNCC(c2ccccc2)N(C)C)cc1OC (centres undefined)
    1 | 1 | 14 | -1 | -4 | 7 | -5 | 0
CCCNC(=O)C(=O)Nc1ccc2c(c1)N(S(=O)(=O)c1cccs1)CCC2
    -3 | -13 | 7 | . | -2 | 28 | 1 | 35
COc1ccc(NC(=O)c2cc([N+](=O)[O-])ccc2N2CCCCC2)cc1OC
    -3 | 10 | -2 | -11 | 1 | 19 | 6 | 15
C[C@@H]1CN([C@H](C)CO)C(=O)c2cccc(NC(=O)C3CCOCC3)c2O[C@H]1CN(C)C(=O)NC1CCCCC1
    -1 | -10 | -23 | -1 | -10 | -7 | 3 | 4
